# Screening data from PubChem.
# p53ts 39C kill – cytotoxicity in p53ts cells at nonpermissive temperature; H1299-p53A138V viability at 39C, ATP luminescence, 24 h; Potency, µM (titrated, usually from 46.1 µM), inactives show at the highest dose activity change, negative = cell killing, usual class: cytotoxic; AID 902; 130,000 tested, 1.5% active; also: nearly all actives have a fitted effect of over 55% in size
# Imprint erasure – inducers of genomic imprint erasure in mouse ES cells; mouse ES Peg3-LacZ reporter, beta-gal luminescence, 40 h; Potency, µM (highest dose often 60.7 µM), inactives show at the highest dose activity change, positive = activation, most hits filed as activators; 110,000 tested, 0.02% active;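 also: 0% = negative control wells on the plate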
#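 Readout: BetaGlo luminescence (5 min, room temp) for LacZ from the normally silent maternal Peg3 allele in female Peg3LacZ-Neo ES cells. Cells 300/well, 40 h, 37C, 5% CO2. Data normalized per plate to negative controls.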
# p53ts 32C tox – cytotoxicity in p53ts cells at permissive temperature; H1299-p53A138V at 32C, ATP luminescence viability, 24 h; Potency, µM (titrated, usually from 46.1 µM), inactives show at the top dose activity change, negative = cytotoxicity, usual class: cytotoxic; 130,000 tested, 0.93% active;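 also: 0% = DMSO and -100% = full killing by reference compound; nearly all actives have a fitted effect of over 55% in size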
#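 Cells: H1299 p53ts (A138V), 600/well, pre-incubated 16–30 h at 37C. Cpd up to 46 uM, 24 h, 32C. Readout: ATPlite luminescence, 20 min RT. Normalization: DMSO vs tamoxifen 100 uM. AC50 by Hill equation.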
# IkB signaling – inhibitors of IkB signaling in ABC-DLBCL cells; ABC-DLBCL IkBa-CBG/CBR dual luciferase ratio, 4 h; response scale: scaled: untreated 0%, proteasome inhibitor 100%; Potency, µM (highest dose often 57.1 µM), inactives show at the top dose IkBa stabilization activation; 110,000 tested, 0.04% active; AID 445; active = well fitted curve in the direction sought with a large enough effect in the signal ratio, not every such curve was filed as active; inconclusive = small, poorly fitted or top-dose-only effect, or a change in a side signal; the % refers to the signal ratio;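 also: the direction sought is a rising ratio; 0% = basal untreated cells and 100% = reference inhibitor full response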
#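 Curves were fitted separately to fusion (green), unfused (red) and ratio luminescence, then classed by r2, magnitude and activity. Cells: OCI-Ly3, 4 h compound plus doxycycline at 37C; 10 uM MG-132 defined full response.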
# * hit, by the source's call; u = inconclusive; x = no result given; & = joins results of further samples; [ ] = remark or other dose. Unless noted, calls follow the shape of the dose curve; as a rule, active = well fitted curve in the direction sought with a large enough effect; inconclusive = small, poorly fitted or top-dose-only effect, or another doubt; inactive = no such curve, though single readings can be large; an effect the other way counts as inactive or inconclusive. Unless noted, % is scaled to controls: 0 for no effect and ±100 for the full control effect; potency is read from the fitted curve at half-maximal effect.
SMILES,p53ts 39C kill,Imprint erasure,p53ts 32C tox,IkB signaling
CCOc1ccc(CC(=O)NCc2ccc3c(c2)CCN3C(=O)c2ccc(F)cc2)cc1OCC,3%,-8%[10.9 µM],-10%,-0.9%
C/C(=N\OCC(=O)Nc1c(C)cc(C)cc1C)c1ccc2c(c1)OCCO2,-5%,x,-2%,x
Cc1nc2cc(NC(=O)N3CCC(c4ccccc4)C3)ccc2n1C (stereo unspecified),-16%,-28%,-14%,-0.3%
COc1ccc(CCC(=O)NCc2ccco2)cc1,7%,1%,6%,1.0%
O=C(C1CCN(S(=O)(=O)c2cccc3nsnc23)CC1)N1CCc2ccccc21,3%,-17%,-8%,1.0%
Cc1nn(CCc2nn[nH]n2)c2nc(C(F)(F)F)cc(C(F)(F)F)c12,-6%,1%,2%,0.4%
CCCCN(C)Cc1c(O)ccc2c(-c3ccccc3)cc(=O)oc12,1%,-15%,2%,-2.3%
CCOC(=O)c1sc(NC(=O)c2c(C)nn(Cc3ccccc3)c2C)cc1C,11%,-26%,24%,u
COc1ccc(OC)c(Nc2cc(-c3ccccc3)nc(N)n2)c1,u,-30%,u,u
CN1C(=O)CC(P(=O)(c2ccccc2)c2ccccc2)N(C)C1=O (stereo unspecified),14%,1%,-4%,2.1%
COC(=O)C1=C(N)Oc2cc(C)n(CCc3ccccc3)c(=O)c2C1c1cccnc1 (stereo unspecified),21%,-14%,8%,u
O=S(=O)(c1ccc(Oc2ccccc2)cc1)N1CCOCC1,10%,-7%,-1%,2.0%
c1ccc(-c2nn3nnnc3c3ccccc23)cc1,0%,-15%,3%,-0.3%
COc1ccccc1-c1cc(C(=O)NC(C)c2ccccc2)no1 (stereo unspecified),-14%,-20%,4%,u
COc1ccc(S(=O)(=O)Nc2cc(C)c(O)cc2C(C)C)cc1,17%,-15%,1%,2.2%
Cn1nnnc1SCCNCc1ccccc1Cl,28%,8%[10.9 µM],-10%,-1.6%
COc1ccc(C(c2nnnn2C2CCCC2)N2CCC(C)CC2)c(OC)c1 (stereo unspecified),2%,-11%,6%,u
COc1ccccc1NC(=O)C1=C(C)NC(=O)NC1c1cccc(OC)c1OC (stereo unspecified),1%,-9%,3%,-1.0%
CC(C(=O)Nc1ccccc1)n1nnc2sc3c(c2c1=O)CCCC3 (stereo unspecified),1%,-9%[10.9 µM],1%,u
CCOc1ccc2nc(SCC#N)c(C#N)cc2c1,4%,x,-2%,-2.6%

# Brought forward from above: 2 compounds, then new ones.
SMILES,p53ts 39C kill,Imprint erasure,p53ts 32C tox,IkB signaling
CC(C(=O)Nc1ccccc1)n1nnc2sc3c(c2c1=O)CCCC3 (stereo unspecified),1%,-9%[10.9 µM],1%,u
CCOc1ccc2nc(SCC#N)c(C#N)cc2c1,4%,x,-2%,-2.6%
Cc1cn(C(=O)c2cccc(Br)c2)c(C)n1,-5%,x,8%,x
CC(=O)Nc1ccc(NC(=O)C2CCN(S(=O)(=O)c3ccc4c(c3)CCCC(=O)N4)CC2)cc1,10%,10%[10.9 µM],-16%,-4.9%
Cc1ccc(-c2nnc(CSc3nc(C(C)C)nc4sc(C)c(C)c34)o2)cc1,1%,x,-10%,x
COc1ccc(NC(=O)C2=C(C)Nc3nc(SCc4ccccc4C)nn3C2c2ccc(Br)cc2)cc1 (stereo unspecified),15%,10%[10.9 µM],6%,0.9%
CCN(CC)C(=O)c1ccc(CS(=O)(=O)c2ccc(OC)cc2)o1,5%,-16%,-4%,2.7%
Cc1ccccc1-c1nnc(-c2ccc(Br)cc2)o1,-10%,-13%,-20%,-4.0%
O=C(Nc1ccc(F)cc1F)c1cccc2c1C(=O)N(C1CCCCC1)C2,12%,-14%[10.9 µM],3%,-1.5%
CC(C)CC(=O)NC(=S)Nc1cc(C(F)(F)F)ccc1N1CCOCC1,-9%,x,-6%,x
Cc1ccc(-c2nnc(SCC(=O)Nc3sc(C)c(C)c3C#N)n2C)cc1,27%,x,9%,x
COc1cccc(C(=O)Nc2cccc(-c3nc4ncccc4o3)c2C)c1,2%,-18%,3%,u
CCN(CC)S(=O)(=O)c1ccc(NC(=O)Cn2c(=O)sc3ccccc32)cc1,13%,-5%,14%,3.2%
Cc1ccc(CNC(=O)c2ccc3c(c2)N(Cc2cccc(Cl)c2)C(=O)CS3)cc1,14%,4%[10.9 µM],0%,u
COc1ccc(N2CCN(C(=O)COc3ccccc3C#N)CC2)cc1,-2%,29%[10.9 µM],-1%,-0.2%
COc1cc(-c2nnc(CSc3nc4ccccc4s3)o2)cc(OC)c1OC,-9%,-7%,-11%,u
O=C(c1nc2ncccn2n1)N1CCN(c2ccc(F)cc2)CC1,3%,-23%,2%,0.8%
O=C(CCCn1c2ccccc2c(=O)c2ccccc21)Nc1ccc(F)cc1Cl,-19%,-15%[10.9 µM],5%,u
Cn1c(=O)c2c(nc(N3CCCC3)n2CC(O)CO)n(C)c1=O (stereo unspecified),1%,9%,-2%,0.3%
O=C(Nn1nnnc1Nc1ccccc1)C12CC3CC(CC(C3)C1)C2,20%,-12%,13%,4.9%
CC(C)C1C2=C(CC(C)(C)CC2=O)ON1c1ccccc1 (stereo unspecified),1%,-9%,7%,4.4%
O=C(c1ccc(Br)o1)N1CCN(c2ccccn2)CC1,11%,-11%,10%,-2.4%
CCCCCn1c(CN2CCCCC2C)nc2c1c(=O)n(C)c(=O)n2C (stereo unspecified),6%,-14%,2%,1.4%
CCCCNC(=O)Nc1cc(C(=O)OC)ccc1C,-1%,-4%,0%,1.0%
COc1ccc(C(=O)N/N=C2/C(=O)c3c(C)cc(C)cc3CC2(C)C)cc1,-6%[9.22 µM],-10%[10.9 µM],-3%[9.22 µM],-1.9%[11.4 µM]
CCCCC1CCC(/C(N)=N/O)CC1 (stereo unspecified),-27%,-16%,-14%,-1.8%
CCCCCCNC(=O)C(C(=O)OCC)C1CCCCC1 (stereo unspecified),8%,-15%,2%,-1.6%
CCOc1ccc(CNC(=O)C2CCN(S(=O)(=O)N3CCCCC3)CC2)cc1,-23%,-11%[10.9 µM],8%,u
Cc1cc2cc(CCNC(=O)C(C)C)c(=O)[nH]c2cc1C,-7%,-2%,-2%,-2.4%
COC(=O)c1[nH]c2cccc(Cl)c2c1NC(=O)CN(C)C1CCCCC1,0%,-1%,5%,3.2%
c1ccc(-c2nc(CSc3nnc(-c4cccs4)o3)cs2)cc1,-6%,-7%,-5%,u
CCN1CCN(c2ccc(NS(=O)(=O)c3c(C)nc4sccn4c3=O)cc2Cl)CC1,-23%,-13%[10.9 µM],-1%,u
CCCOc1ccc(CNC(=O)Cn2c(=O)oc3ccccc32)cc1,-14%,6%[10.9 µM],-3%,u
O=C(CCCCCN1C(=O)CCC1=O)NCc1ccccc1,6%,-12%,1%,4.9%
Cc1cc(Nc2ccccc2O)nc(C)n1,7%,-8%[10.9 µM],-4%,54%
CCOC(=O)c1cnc2nc(NCc3ccc(OC)c(OC)c3)[nH]n2c1=O,12%,-8%,8%,-3.2%
COc1ccc(CNC(=O)CCC2N=C3c4ccccc4N=C(SCc4ccccc4F)N3C2=O)cc1 (stereo unspecified),-10%,-6%[10.9 µM],18%,-2.8%
N#CCCn1c(SCC(=O)c2c[nH]c3ccccc23)nc2ccccc21,-15%,-7%,-14%,u
CCOc1ccc2nc(N3CCCC(C(=O)NCc4ccc(C)cc4)C3)sc2c1 (stereo unspecified),u,-13%[10.9 µM],-14%,-0.4%
CCN(c1ccccc1)S(=O)(=O)c1ccc2[nH]cc(C(=O)NCc3ccc(C)cc3)c(=O)c2c1,8%,4%[10.9 µM],-4%,-3.0%
COCCCNc1nc2c(c(=O)[nH]c(=O)n2C)n1CC(O)COc1ccc(Cl)cc1 (stereo unspecified),20%,-9%[10.9 µM],-1%,3.9%
O=S(=O)(NCCc1csc2nc(-c3ccc(Cl)cc3)nn12)c1cccs1,1%,-6%[10.9 µM],-5%,-1.4%
CCn1c(=O)c2cc(C(=O)N3CCN(c4cccc(OC)c4)CC3)sc2c2ccccc21,-25%,10%[10.9 µM],0%,u
Cc1ccc(C(=O)NC2CCCCCC2)cc1N1CCCC1=O,2%,-16%,5%,1.9%
CCOC(=O)C1=C(CNCc2ccccc2Cl)NC(=O)NC1c1ccc2c(c1)OCO2 (stereo unspecified),42%[activator],-5%,40%[activator],u
Cc1ccc(C(=O)c2cncc(Br)c2)cc1,7%,-14%,4%,3.4%
CCOc1ccc(NC(=O)CSC(N)=O)cc1,-26%,-28%,-26%,u
CCn1c(=O)cc(SCC(=O)N2CCN(c3ccccc3OC)CC2)c2ccccc21,-21%,-14%,u,u
COc1ccc(NC(=O)c2ccco2)cc1NC(=O)c1ccc(C)cc1,-12%,-9%,-17%,-1.3%
COc1ccccc1CNc1ncncc1-c1ccccc1CN(C)C,-8%,-10%,-14%,-0.1%[11.4 µM]
CCOc1ccc(-c2ccc(NS(=O)(=O)c3cc(C)c(C)cc3C)cc2)nn1,11%,-6%[10.9 µM],11%,u
Cc1cc(C(=O)NCc2ccc(Cl)cc2)c2c(C)nn(-c3ccccc3)c2n1,36%[activator],-14%[10.9 µM],u,0.1%
COc1cc(CNc2cccc(F)c2)cc(Br)c1O,10%,-11%,-1%,5.9%
O=C1[C@H]2[C@H]3[C@H](O)[C@H](O)C/C(=N/OC[C@@H](O)COCc4ccco4)[C@H]3CC[C@@H]2C(=O)N1Cc1ccccc1,0%[9.22 µM],x,0%[9.22 µM],x
CC1=C(C(=O)Nc2ccc(C)cc2C)C(c2ccc([N+](=O)[O-])cc2)n2ncc(C(=O)Nc3ccc(F)cc3)c2N1 (stereo unspecified),14%,2%[10.9 µM],2%,u
O=C(c1cc2c(=O)oc3ccccc3c2s1)N1CCN(c2ncccn2)CC1,-9%,-1%,-2%,1.4%
O=C(c1ccc(F)cc1)N1c2nc(-c3ccco3)nn2C2(CCCCC2)[C@@H]2CCCC[C@@H]21,11%,22%[10.9 µM],17%,0.2%
O=C(CN1CCN(C(=O)N2CCOCC2)CC1)Nc1ccc(Br)cc1,-1%,-12%,1%,2.4%
COc1ccc(CN(Cc2nc3ccccc3c(=O)[nH]2)C(=O)NC2CCCCC2)cc1,2%,-7%,-9%,-1.9%
CCOC(=O)c1c(C)[nH]c(C(=O)COc2ccc3c(c2)OCO3)c1C,5%,-15%,5%,1.8%
CCOc1ccccc1C(=O)N(Cc1ccc(N(C)C)cc1)Cc1ccco1,1%,-6%[10.9 µM],18%,u
CCCNC(C)C(=O)Nc1ccccc1C (stereo unspecified),-3%,-14%&-15%,-1%,x

# Full records as entered above. Screens in order: p53ts 39C kill, Imprint erasure, p53ts 32C tox, IkB signaling
# CCn1c(=O)c2cc(C(=O)N3CCN(c4cccc(OC)c4)CC3)sc2c2ccccc21 is entered as -25%, 10%[10.9 µM], 0%, u
# O=C(c1ccc(F)cc1)N1c2nc(-c3ccco3)nn2C2(CCCCC2)[C@@H]2CCCC[C@@H]21 is entered as 11%, 22%[10.9 µM], 17%, 0.2%
# CCOc1ccc(-c2ccc(NS(=O)(=O)c3cc(C)c(C)cc3C)cc2)nn1 is entered as 11%, -6%[10.9 µM], 11%, u
# COc1ccccc1CNc1ncncc1-c1ccccc1CN(C)C is entered as -8%, -10%, -14%, -0.1%[11.4 µM]
# COc1ccc(NC(=O)c2ccco2)cc1NC(=O)c1ccc(C)cc1 is entered as -12%, -9%, -17%, -1.3%

# Some of these compounds in order of length of the SMILES, lowest first:
SMILES,p53ts 39C kill,Imprint erasure,p53ts 32C tox,IkB signaling
CCOC(=O)c1c(C)[nH]c(C(=O)COc2ccc3c(c2)OCO3)c1C,5%,-15%,5%,1.8%
CCOc1ccc(-c2ccc(NS(=O)(=O)c3cc(C)c(C)cc3C)cc2)nn1,11%,-6%[10.9 µM],11%,u
COc1ccc(CN(Cc2nc3ccccc3c(=O)[nH]2)C(=O)NC2CCCCC2)cc1,2%,-7%,-9%,-1.9%

# Next results.
SMILES,p53ts 39C kill,Imprint erasure,p53ts 32C tox,IkB signaling
Cc1ccc(CNc2ccc(N3CCOCC3)cc2)s1,u,x,-27%,-2.4%
Cc1cccc(CNc2ccnc(-c3cccnc3)n2)c1,-8%,-30%,-2%,-0.6%[11.4 µM]
COc1cccc(C(=O)c2cn(CC(=O)NCc3ccccc3)c3nc(C)ccc3c2=O)c1,-13%,-10%[10.9 µM],8%,1.9%
Cc1ccc(C)c(Cn2c3ccccc3c3cnn(CC(=O)NCCCc4ccccc4)c(=O)c32)c1,31%[activator],28%[10.9 µM],3%,8.9%
